Screening data: PubChem, several laboratories
Mcl1 Bid PPI: Mcl-1/Bid binding inhibitors, primary screen, biochemical, TR-FRET, 1536-well. TR-FRET Mcl-1/Bid-Dy647 peptide binding. inhibition, % at 21.7 µM. 0.97% of 220,000 active. AID 1021, 2008;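 active means compounds that cut the binding signal by more than half at the single screening dose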;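 further: His-tagged Mcl-1 with europium anti-His antibody binding Bid BH3 peptide; 0% = Mcl-1 plus peptide wells and 100% = peptide-only wells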
Target sequence (Q07820 whole entry, looked up): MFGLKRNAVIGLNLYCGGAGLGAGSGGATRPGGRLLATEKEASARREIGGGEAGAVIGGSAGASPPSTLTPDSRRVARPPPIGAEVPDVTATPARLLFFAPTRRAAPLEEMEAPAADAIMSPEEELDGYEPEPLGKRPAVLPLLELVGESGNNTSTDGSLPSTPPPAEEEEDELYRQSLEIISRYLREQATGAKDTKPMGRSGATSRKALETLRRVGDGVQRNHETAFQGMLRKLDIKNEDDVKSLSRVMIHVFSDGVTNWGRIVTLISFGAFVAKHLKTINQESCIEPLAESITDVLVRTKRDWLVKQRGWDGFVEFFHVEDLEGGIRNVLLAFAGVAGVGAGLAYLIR
Rab7 wt modul: modulators of GTP binding to Rab7, primary screen, biochemical, wildtype, multiplex bead flow cytometry | GTP binding activity (percent of control), % at 10 µM | 0.055% of 190,000 active | GST-Rab7 beads, fluorescent GTP binding; actives lie on both sides; untreated = 100%, excess cold GTP = 0% | Rab7 GTPase wild type (dog), Bodipy-FL-GTP binding | AID 758, 2007;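 active means fluorescent GTP binding to Rab7 beads changed by at least 20 points from the 100% baseline, either direction, mostly lower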;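 further: median green fluorescence of bound Bodipy-FL-GTP per Rab7 bead population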
Cdc42 wt GTP: modulators of GTP binding to wildtype Cdc42, primary screen, biochemical, multiplex bead flow cytometry, Bodipy-GTP; 0.2% of 190,000 active; percent activity (GTP binding), % at 10 µM; Cell division control protein 42 homolog (Homo sapiens), P60953; GST-Cdc42 beads; actives lie on both sides; AID 761, 2007;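 active means percent activity GTP binding at least 20 points away from the 100% baseline, either down as inhibitor or up as activator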;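 further: median bead fluorescence of bound Bodipy-FL-GTP at 100 nM; 0% = excess unlabeled GTP control and 100% = no compound control; below 100% means less GTP binding so inhibitor and above means activator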
Target sequence (P60953 whole entry, looked up): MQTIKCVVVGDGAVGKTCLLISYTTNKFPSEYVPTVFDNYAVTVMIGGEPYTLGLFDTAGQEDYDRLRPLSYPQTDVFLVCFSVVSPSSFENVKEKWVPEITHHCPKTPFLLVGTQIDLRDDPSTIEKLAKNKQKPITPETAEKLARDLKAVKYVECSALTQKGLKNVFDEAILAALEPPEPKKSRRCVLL
HRas wt GTP: modulators of GTP binding to HRas wildtype, primary screen, biochemical, bead-based flow cytometry, multiplex | GTPase HRas (Homo sapiens), P01112 | GST-Ras wt beads, Bodipy-FL-GTP binding; actives lie on both sides | GTP binding activity, % at 10 µM | 0.14% of 190,000 active;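 active means GTP binding activity at least 20% away from the 100% baseline, either lowered as inhibitor or raised as activator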;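 further: 0% = unlabeled GTP competition control and 100% = no-compound control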
Rac1 wt modul: wildtype Rac1 GTP binding modulators, primary screen, biochemical, GST-Rac1 beads, flow cytometry, multiplex; GTP binding activity (% of control), % at 10 µM; fluorescent GTP binding; actives lie on both sides; 0 = cold GTP competed, 100 = untreated; 0.27% of 190,000 active; AID 757, 2007; Ras-related C3 botulinum toxin substrate 1 (Homo sapiens), P63000;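 active means GTP binding activity at least 20 points away from the 100% control level, either lower or higher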
Bim-Mcl-1: inhibitors of Bim peptide binding to Mcl-1, primary screen, biochemical, bead-based flow cytometry, multiplex | inhibition, % at 10 µM | Bim peptide-Mcl-1 binding | 0.1% of 190,000 active; in the data active means inhibition above about 40%;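 further: 0% = no compound tracer wells and 100% = peptide blocker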
RGS8-Gao: RGS8-Galphao binding modulators, primary screen, biochemical, multiplexed bead flow cytometry | Guanine nucleotide-binding protein G(o) subunit alpha (Homo sapiens), P09471 | actives lie on both sides | response (percent of control binding), % at 10 µM | 0.34% of 220,000 active | AID 1423, 2008; in the data active means response below about 60% or above about 140%; inactive means in between;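 further: Galphao activated as the GDP aluminium fluoride complex binding bead-coupled RGS8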
Target sequence (P09471 whole entry, looked up): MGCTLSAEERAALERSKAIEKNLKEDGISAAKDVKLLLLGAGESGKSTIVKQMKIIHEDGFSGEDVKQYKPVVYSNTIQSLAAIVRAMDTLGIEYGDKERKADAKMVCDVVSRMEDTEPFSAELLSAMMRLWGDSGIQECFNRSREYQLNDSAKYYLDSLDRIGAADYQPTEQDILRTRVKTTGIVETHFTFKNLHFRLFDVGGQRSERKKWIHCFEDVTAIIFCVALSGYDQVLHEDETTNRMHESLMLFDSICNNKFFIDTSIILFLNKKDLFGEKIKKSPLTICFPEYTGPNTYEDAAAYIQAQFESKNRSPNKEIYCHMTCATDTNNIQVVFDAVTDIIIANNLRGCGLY
Rac1 mut GTP: GTP binding modulators of activated mutant Rac1, primary screen, biochemical, bead-based flow cytometry, multiplex, fluorescent GTP. 0.11% of 190,000 active. Ras-related C3 botulinum toxin substrate 1 (Homo sapiens), P63000. GST-Rac1 activated beads; actives lie on both sides; 100% means binding = to untreated wells. percent activity (GTP binding), % at 10 µM. AID 764, 2007;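 active means GTP binding at least 20 percentage points away from the 100% baseline, in either direction, so actives lie on both sides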
Mcl1-Noxa inh: Mcl-1/Noxa binding inhibitors, primary screen, biochemical, TR-FRET, 1536-well; Induced myeloid leukemia cell differentiation protein Mcl-1 (Homo sapiens), Q07820; inhibition, % at 21.7 µM; TR-FRET Mcl-1/Noxa peptide binding, 2 h; 1.5% of 220,000 active;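 active means compounds that cut the protein-peptide binding signal by more than 50% relative to plate controls in a single-dose test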;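 further: His-tagged Mcl-1 with rhodamine Noxa BH3 peptide and terbium anti-His antibody; 0% = Mcl-1 plus Noxa peptide wells and 100% = peptide-only wells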
Pf gametocyte: late stage P. falciparum gametocyte viability inhibitors, primary screen, ATP luminescence, HTS; P. falciparum stage V gametocytes, 24 h; inhibition, % at 10.9 µM; 0.065% of 150,000 active; AID 743093, 2013;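 active means inhibition above the mean plus 3 SD of compounds within the control limits, set per campaign, cut at about 38% in these data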;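 further: 0% = DMSO wells and 100% = medium only without gametocytes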
Rab2 wt GTP: modulators of GTP binding to Rab2A wildtype, primary screen, biochemical, dog, bead-based flow cytometry, multiplex | GTP binding activity, % at 10 µM | GST-Rab2 wt beads, Bodipy-GTP binding | Ras-related protein Rab-2A (Canis lupus familiaris), P61105 | 0.19% of 190,000 active | AID 760, 2007;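 active means GTP binding activity at least 20 points away from 100%, either lowered or raised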;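 further: 0% = beads with excess unlabeled GTP and 100% = no-compound control corrected for plate trend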
* hit, by the source's call; x = not tested or not shown. Rows are unselected; 2.9% or so of the library scored in one or more.

SMILES	Mcl1 Bid PPI	Rab7 wt modul	Cdc42 wt GTP	HRas wt GTP	Rac1 wt modul	Bim-Mcl-1	RGS8-Gao	Rac1 mut GTP	Mcl1-Noxa inh	Pf gametocyte	Rab2 wt GTP
Cc1nnc(SCC(=O)c2cc(C)n(-c3c(C)n(C)n(-c4ccccc4)c3=O)c2C)s1	-31	97	101	100	101	-2	94	99	-6	x	99
COc1ccc(OC(C)c2nnc(N)s2)cc1 (stereo unspecified)	-3	94	96	96	101	1	98	95	7	10	98
N#CC1=C(SCC(=O)c2cc3ccccc3oc2=O)NC(=O)C(C#N)C12CCCC2 (stereo unspecified)	x	96	98	99	99	8	98	96	x	-22	97
O=C(NC1CCS(=O)(=O)C1)c1c(NC(=O)C2COc3ccccc3O2)sc2c1CCCC2 (stereo unspecified)	5	90	87	91	87	-3	103	89	-38	-3	88
C=CCOC(=O)CN1C(=O)c2ccccc2C1=O	-16	100	103	99	107	-3	121	100	11	2	102
Cc1ccc(-c2ccc(NC(=O)C3C4C=CC(C4)C3C(=O)O)cc2)o1 (stereo unspecified)	-71	100	104	103	102	-3	99	100	14	14	103
CCS(=O)(=O)c1ccc2oc(SCC(=O)NCCc3ccc(F)cc3)nc2c1	-14	94	97	100	105	-7	97	99	-1	x	96
O=C(Nc1ccccc1)N1CCc2ccccc21	-5	104	102	104	106	1	100	98	-8	-7	101
COc1ccc(C2=C(C)CC(C)(C)NC2=O)cc1OC	-32	98	103	99	104	0	100	100	12	x	102
COc1ccc(NC(=O)COC(=O)CCCc2c[nH]c3ccccc23)cc1	-61	95	102	99	103	-1	98	101	-3	2	98
CSCCC1NC(=O)N(CC(=O)Nc2c(Cl)cc(Cl)cc2Cl)C1=O (stereo unspecified)	-26	104	105	104	109	-6	98	98	-8	18	103
Cc1ccccc1N(CC(=O)NCCSC1CCCCC1)S(=O)(=O)c1ccccc1	-38	100	98	100	97	6	96	97	3	x	99
CC(C)(C)NC(=O)c1cccc(NC(=O)Cc2cccs2)c1	5	99	101	98	100	3	100	100	5	-10	99
COc1ccccc1-n1c(C)nc2cc(C(=O)NCCN3CCOCC3)ccc21	4	104	103	98	101	7	100	99	9	1	102
Cc1ccc(NC(=S)NC(=O)c2ccc(Br)o2)c(C)c1	-44	100	98	97	100	0	104	96	8	-11	96
CCOc1ccccc1CN1CCN(Cc2ccc(C)o2)C(CCO)C1 (stereo unspecified)	-40	95	100	97	95	-1	98	96	-2	x	99
CCN(CC)C(=O)CN(C#N)c1nc(Cl)nc(N(C)C)n1	-12	104	97	100	101	0	99	98	8	-9	99
CCN(CC)C(=O)C(=O)N/N=C/c1ccc(F)cc1	-25	101	99	99	104	-1	100	98	-7	11	97
O=C(Cn1c(-c2cscn2)nc2ccccc21)Nc1ccc2ccccc2c1	28	104	104	101	108	0	104	99	-38	x	99
Cc1noc2ncnc(Sc3ccccc3Cl)c12	9	98	100	99	98	0	100	107	3	-33	97
COc1ccccc1NC(=O)c1ccc(NS(=O)(=O)c2ccc(F)c(F)c2F)cc1	-2	97	97	98	100	0	100	99	-6	-6	98
COc1cccc(C2CC(=O)N3CN(c4cccc(Cl)c4C)CSC3=C2C#N)c1OC (stereo unspecified)	-21	96	100	97	101	-6	81	97	27	x	99
Cc1cc(C)cc(NC(=O)C2CCCN(c3nc(C)cc(C)n3)C2)c1 (stereo unspecified)	-11	97	96	96	93	0	101	93	2	x	94
CC1(C)CC(=O)c2sc(NC(=O)C3COc4ccccc4O3)nc2C1 (stereo unspecified)	-13	100	100	99	101	0	99	99	7	x	99
Cc1oc2c(CN3CCOCC3)c(O)ccc2c(=O)c1-c1ccccc1	-30	99	107	103	110	-1	104	102	-5	-30	102
Cc1ccc(C)c(S(=O)(=O)N/N=C/c2cccnc2)c1	-34	98	97	99	103	-6	106	101	10	4	97
Cc1ccc(C(O)(C(=O)NNS(=O)(=O)c2ccc(C)cc2)c2ccc(C)cc2)cc1	-10	101	99	100	102	-9	100	97	8	-13	99
COc1cccc(OC)c1C(=O)NC(=S)Nc1ccc2c(c1)C(=O)N(C)C2=O	-46	105	99	103	104	-6	100	102	6	-7	101
CCn1cc(C(=O)NCCOC)c(=O)c2ccc(C)nc21	35	95	97	96	92	1	100	92	-9	x	95
O=C(Nc1ccc(F)cc1)Nc1ccc(Cl)cn1	14	95	96	95	98	-4	103	96	1	10	95
COc1cccc(NC(=S)N(CCCN2CCOCC2)C(C)c2cc3ccccc3o2)c1 (stereo unspecified)	-41	101	93	97	95	-4	98	92	1	5	96
CCN(CC)C(CNS(=O)(=O)c1ccc(Cl)cc1)c1ccccc1 (stereo unspecified)	-10	96	97	97	98	-1	101	96	-2	x	96
COC(=O)Cc1csc(/N=C/c2c(O)n(-c3cccc(C(F)(F)F)c3)c(=O)c3ccccc23)n1	5	95	95	96	100	0	96	98	13	4	95
CC12CCC(C)(c3nc4ccccc4nc31)C2(C)C	-8	104	98	101	101	4	106	101	-4	2	100
CC(=O)c1sc(NC(=O)c2ccccc2)nc1-c1ccccc1	9	100	94	95	92	-1	102	93	-3	-6	97
Cc1occc1C(=O)NCc1ccco1	-40	98	103	101	106	0	100	100	11	-7	98
O=C(C[n+]1cc(-c2ccc(F)cc2)n2c1CCC2)N1c2ccccc2Sc2ccccc21	-36	96	101	103	104	-4	102	103	7	-9	99
COc1ccc(-c2csc(Cc3nnc(N4CCOCC4)n3-c3ccccc3)n2)cc1OC	25	101	102	101	104	-3	100	99	8	x	101
Cc1cc(-c2ccccc2)nc(N(C)NC(=O)C2CC2)c1S(C)(=O)=O	1	96	97	96	99	-4	105	97	7	-17	96
CCOc1ccc(CN(C)CC(=O)Nc2ccc(N3CCOCC3)cc2)cc1OC	-57	100	104	101	107	-3	98	101	14	-88	101
O=C(NC(=S)Nc1cc(S(=O)(=O)N2CCOCC2)ccc1N1CCOCC1)c1ccco1	-14	104	97	98	100	0	101	93	-2	-1	94
CCn1c(C(=O)N2CCCC(C(=O)NCCCc3ccccc3)C2)cc2sccc21 (stereo unspecified)	-2	98	104	103	104	0	104	98	-7	x	102
Cc1ccc2nc(-c3ccc(NC(=O)COC(=O)c4ccc(=O)[nH]c4)cc3)sc2c1	50	100	93	97	98	0	105	96	63*	20	96
COc1ccc(NC(=O)c2coc3ccccc23)cc1OC	-18	103	106	105	113	-5	97	104	3	x	102
COC(=O)c1c(NC(=O)C2CC(=O)NN2Cc2ccccc2)sc(C)c1C (stereo unspecified)	-12	103	105	104	105	3	106	101	-9	x	102

An excerpt of the results above, as a working copy:
SMILES	Mcl1 Bid PPI	Rab7 wt modul	Cdc42 wt GTP	HRas wt GTP	Rac1 wt modul	Bim-Mcl-1	RGS8-Gao	Rac1 mut GTP	Mcl1-Noxa inh	Pf gametocyte	Rab2 wt GTP
O=C(Nc1ccc(F)cc1)Nc1ccc(Cl)cn1	14	95	96	95	98	-4	103	96	1	10	95
COc1cccc(NC(=S)N(CCCN2CCOCC2)C(C)c2cc3ccccc3o2)c1 (stereo unspecified)	-41	101	93	97	95	-4	98	92	1	5	96
CCN(CC)C(CNS(=O)(=O)c1ccc(Cl)cc1)c1ccccc1 (stereo unspecified)	-10	96	97	97	98	-1	101	96	-2	x	96
COC(=O)Cc1csc(/N=C/c2c(O)n(-c3cccc(C(F)(F)F)c3)c(=O)c3ccccc23)n1	5	95	95	96	100	0	96	98	13	4	95
CC12CCC(C)(c3nc4ccccc4nc31)C2(C)C	-8	104	98	101	101	4	106	101	-4	2	100
CC(=O)c1sc(NC(=O)c2ccccc2)nc1-c1ccccc1	9	100	94	95	92	-1	102	93	-3	-6	97
Cc1occc1C(=O)NCc1ccco1	-40	98	103	101	106	0	100	100	11	-7	98
O=C(C[n+]1cc(-c2ccc(F)cc2)n2c1CCC2)N1c2ccccc2Sc2ccccc21	-36	96	101	103	104	-4	102	103	7	-9	99
COc1ccc(-c2csc(Cc3nnc(N4CCOCC4)n3-c3ccccc3)n2)cc1OC	25	101	102	101	104	-3	100	99	8	x	101
Cc1cc(-c2ccccc2)nc(N(C)NC(=O)C2CC2)c1S(C)(=O)=O	1	96	97	96	99	-4	105	97	7	-17	96
CCOc1ccc(CN(C)CC(=O)Nc2ccc(N3CCOCC3)cc2)cc1OC	-57	100	104	101	107	-3	98	101	14	-88	101
O=C(NC(=S)Nc1cc(S(=O)(=O)N2CCOCC2)ccc1N1CCOCC1)c1ccco1	-14	104	97	98	100	0	101	93	-2	-1	94
CCn1c(C(=O)N2CCCC(C(=O)NCCCc3ccccc3)C2)cc2sccc21 (stereo unspecified)	-2	98	104	103	104	0	104	98	-7	x	102

Following part
SMILES	Mcl1 Bid PPI	Rab7 wt modul	Cdc42 wt GTP	HRas wt GTP	Rac1 wt modul	Bim-Mcl-1	RGS8-Gao	Rac1 mut GTP	Mcl1-Noxa inh	Pf gametocyte	Rab2 wt GTP
O=C(CCc1ccc(Oc2cc([N+](=O)[O-])cc([N+](=O)[O-])c2)cc1)N1CCCCCC1	7	101	97	98	100	-6	98	98	10	17	95
Cc1ccc(C)c(NC(=S)NCc2ccc3[nH]c4c(c3c2)CCCC4)c1	-20	99	99	102	104	-4	103	96	-6	x	99
N=C1C(=O)OCC1c1ccccc1NC(=O)CN1CCOCC1 (stereo unspecified)	-10	93	103	100	101	-2	102	101	1	-11	100
CCOc1ccc(Nc2nc3c(c(=O)[nH]2)CCC3)cc1	-23	97	102	100	102	0	101	98	15	19	100
O=c1cc(-c2ccccc2)[nH]n1-c1nc2ccccc2[nH]1	-102	98	100	99	100	-4	96	96	-113	x	97
C=CCOc1ccc(C=Nc2ccc(Cl)cc2)c(O)c1	-34	96	98	98	100	-2	104	96	9	-8	96
O=C(Cc1csc(Nc2nc(=S)[nH]c3ccccc23)n1)NCc1ccc(Cl)cc1	56*	94	93	94	93	2	103	95	4	x	95
